High-throughput results deposited in PubChem by National Center for Advancing Translational Sciences (NCATS).
RXFP1 antagonist = blocks the human relaxin receptor RXFP1; HEK293-RXFP1, relaxin-stimulated cAMP HTRF, 30 min; active compounds read low; activity change, negative = inhibition, % at 57.5 µM; 350,000 tested, 0.59% active; AID 1259400;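 active = activity change of -60% or lower, but not beyond a set lower limit; inconclusive = change between -60% and -40%, or beyond the set limit; inactive = change above -40%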; also: % is scaled to controls: 0 for no effect and ±100 for the full control effect
D1 potentiator = potentiators of human D1 dopamine receptor; 360,000 tested, 0.036% active; HEK293 TREx D1 cells, calcium flux, dopamine EC20 potentiation; potentiation, % at 10 µM; in the data active = potentiation above about 30%; also: 0% is about no effect
D1 antagonist = human D1 dopamine receptor antagonism; P21728; HEK293 TREx D1 cells, calcium flux, dopamine EC80; active compounds read low; activity change, negative = inhibition, % at 10 µM; 360,000 tested, 3.2% active; in the data active = activity change below about -30%; also: % is scaled to controls: 0 for no effect and ±100 for the full control effect
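After overnight tetracycline induction at 30 C, force-coupled D1 HEK293 cells took up a no-wash calcium dye at room temperature. Compounds were added and monitored 180 s, and the response to EC80 dopamine was then recorded.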
D2 ag = D2 dopamine receptor (human) agonism | P14416 | HEK293 T-REx D2 cells, calcium flux agonist mode | activation, % at 2 µM | 340,000 tested, 0.53% active;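 active = activation over 3 SD above normal in the single-dose calcium agonist read, cut at about 30% in these data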; also: 0% is about no effect
Target sequence (P14416 whole entry, looked up): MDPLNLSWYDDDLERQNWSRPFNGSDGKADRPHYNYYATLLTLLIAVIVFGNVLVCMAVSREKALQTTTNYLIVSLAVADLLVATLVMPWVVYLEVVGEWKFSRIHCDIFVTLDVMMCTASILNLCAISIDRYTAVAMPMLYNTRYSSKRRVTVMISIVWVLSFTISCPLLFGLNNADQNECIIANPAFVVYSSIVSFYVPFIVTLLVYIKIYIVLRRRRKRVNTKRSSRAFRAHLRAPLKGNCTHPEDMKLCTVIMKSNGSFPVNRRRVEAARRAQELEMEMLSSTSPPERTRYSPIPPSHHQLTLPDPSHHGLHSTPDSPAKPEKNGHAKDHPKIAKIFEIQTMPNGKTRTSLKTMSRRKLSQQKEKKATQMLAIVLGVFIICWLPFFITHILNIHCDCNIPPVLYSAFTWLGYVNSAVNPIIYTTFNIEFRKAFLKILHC
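Agonism is scored from calcium flux in a force-coupled, inducible HEK293 cell line expressing D2, read kinetically for 180 s after compound addition against dopamine controls.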
D1 agonist = agonists of human D1 dopamine receptor. P21728. 360,000 tested, 1% active. HEK293 T-REx D1 cells, calcium flux, agonist mode. activation, % at 2 µM; also: 0% is about no effect
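Inducible HEK293 T-REx D1 cells, force-coupled to calcium signalling, were plated at 4000 cells/well with tetracycline and held overnight at 30 C. After no-wash calcium dye loading, compound-evoked calcium rise over 180 s flagged agonists.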
TRHR PAM = allosteric enhancers of human TRH receptor; 360,000 tested, 0.66% active; TRHR cells, fluo-8 calcium fluorescence, EC20 TRH enhancement; P34981; enhancement, % at 2 µM; in the data active = enhancement above about 30%; also: 0% is about no effect
Target sequence (P34981 whole entry, looked up): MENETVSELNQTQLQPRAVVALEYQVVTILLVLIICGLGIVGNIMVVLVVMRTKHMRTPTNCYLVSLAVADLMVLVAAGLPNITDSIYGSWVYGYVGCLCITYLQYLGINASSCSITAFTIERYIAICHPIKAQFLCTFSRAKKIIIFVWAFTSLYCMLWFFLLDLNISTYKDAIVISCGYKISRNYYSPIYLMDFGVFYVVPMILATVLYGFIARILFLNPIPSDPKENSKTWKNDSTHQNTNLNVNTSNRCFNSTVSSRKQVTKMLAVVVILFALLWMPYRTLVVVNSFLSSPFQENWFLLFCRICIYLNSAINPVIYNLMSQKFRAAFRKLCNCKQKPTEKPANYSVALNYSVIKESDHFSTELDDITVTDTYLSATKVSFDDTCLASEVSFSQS
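TRHR-expressing cells loaded with fluo-8 calcium dye were read kinetically (ex 480/em 530) during compound addition, then stimulated with an EC20 of TRH (10 nM final). Enhancement of the Gq-mediated intracellular calcium response was scored.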
D2 potentiator = D2 dopamine receptor (human) potentiation | potentiation, % at 10 µM | AID 485347 | 340,000 tested, 0.34% active | HEK293 T-REx D2, calcium flux, EC20 dopamine potentiation;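 active = potentiation over 3 SD above the plate norm, cut at about 30% in these data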; also: 0% is about no effect
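Calcium flux readout, no-wash dye, 1 read/s. Inducible HEK293 Trex D2 line, overnight 30 C. Compound alone 180 s (agonist flags), then EC20 dopamine, another 180 s to score potentiation.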
D2 antag = antagonists of human D2 dopamine receptor; HEK293 TREx D2 cells, calcium flux, dopamine EC80; AID 485344; inhibition, % at 10 µM; P14416; 340,000 tested, 2% active; in the data active = inhibition above about 30%; also: 0% is about no effect
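Tetracycline-induced HEK293 T-REx cells expressing D2 force-coupled to calcium signalling were dye-loaded, exposed to compound for 180 s, then challenged with an EC80 of dopamine; calcium flux was followed kinetically for a further 180 s.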
TRHR ag = TRH receptor (human) agonism; TRHR cells, calcium flux fluo-8, FDSS agonist mode; AID 493084; 360,000 tested, 0.18% active; activation, % at 2 µM; also: 0% is about no effect
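Fluo-8-loaded TRHR cells; 10 s baseline, compound added, kinetic Ca2+ fluorescence read 1/s, agonist mode.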
The depositor's hits bear a star; ? = inconclusive; nt = no result given; & = joins results of further samples. Rule as the data show it, unless noted: active = activation above about 30%; inactive = the rest. The order is random; overall some 7.1% were active at least once.

# | Structure | RXFP1 antagonist | D1 potentiator | D1 antagonist | D2 ag | D1 agonist | TRHR PAM | D2 potentiator | D2 antag | TRHR ag
1 | O=C(O)CSc1nnc(NC(=O)c2ccc3c(c2)OCO3)s1 | 4 | -3 | 7 | -0.7 | 7 | 2 | 2 | -13 | 0.3
2 | Cn1c(NNC(=O)c2c(F)cccc2F)cc(=O)n(C)c1=O | 2 | -3 | 11 | -0.7 | 2 | 22 | 16 | 2 | -1.0
3 | Cc1ccc(-c2cc(C(=O)N3CCN(c4ccccc4)CC3)c3ccccc3n2)cc1C | -2 | -2 | 18 | nt | -3 | -2 | 15 | nt | 0.3
4 | COc1ccc(C2CC(c3ccccc3)=NN2C(=O)COC(=O)C2CC2)cc1 (stereo not drawn) | -10 | -1 | -6 | -0.1 | 12 | 2 | 1 | 12 | 0.8
5 | O=C(NNS(=O)(=O)c1ccccc1)c1ccc(O)cc1 | nt | -6 | -1 | -0.5 | 0 | -6 | 5 | -2 | 0.5
6 | COc1cccc(/C=N/NC(=O)C(=O)Nc2ccccc2OC(F)(F)C(F)F)c1O | 9 | -4 | 13 | 2.0 | 16 | 3 | 0 | -8 | 5.1
7 | Fc1ccc(-c2nnc(NC3=NCCCCC3)o2)cc1 | -7 | -6 | 8 | 0.1 | 3 | -5 | -6 | -6 | -0.4
8 | O=C(CCn1nnc2ccccc21)N1CCC(O)(c2cccc(F)c2)CC1 | -4 | -6 | -1 | -2.0 | 3 | 0 | -11 | -1 | 0.5
9 | Cc1c(C(=O)N2CCc3ccccc3C2)sc2nc(-c3ccccc3)cn12 | -10 | -6 | 5 | 0.8 | 11 | -1 | -5 | 6 | 1.6
10 | Cc1cccc(N2CCN(CC(=O)Nc3ccc(-n4cnnn4)cc3)CC2)c1C | 5 | -3 | -29 | 1.8 | 2 | 2 | -14 | 9 | 0.6
11 | CCn1c2ccc(F)cc2c2nnc(SCCN3CCCCC3)nc21 | 24&-20 | 2&-2 | 6&9 | -0.7&0.5 | 1&1 | -4&-5 | -16&-14 | 4 | -0.9&-1.7
12 | CC(C)C(=O)Nc1ccc(S(=O)(=O)Nc2nccc(/C=C/c3ccccc3)n2)cc1 | -15 | 7 | 6 | 0.3 | 2 | 0 | 2 | -10 | -0.4
13 | CCc1noc(-c2ccc(N3CCC(C)CC3)c([N+](=O)[O-])c2)n1 | nt | -1 | 5 | 3.5 | 3 | 2 | 3 | nt | 1.0
14 | COc1ccc(C(=O)N/N=C(\Cc2ncc[nH]2)c2ccccc2)cc1 | -16 | -4 | -10 | 3.6 | 4 | 6 | -12 | -2 | 0.2
15 | O=C(NCCNC(=O)c1ccco1)c1ccc(Cl)c(Cl)c1 | -8 | nt | 19 | 1.0 | 2 | 16 | 1 | -6 | -0.9
16 | CCOC(=O)[C@H]1[C@H]2COc3ccccc3[C@@H]2N2C(=O)c3cc(F)c(F)cc3NC(=O)[C@@]12C | nt | 1 | 4 | 1.3 | 3 | 0 | -10 | 0 | 0.4
17 | CCOC(=O)N1CCN(C(=O)CSc2nnc(Cn3c(=O)sc4ccccc43)n2C)CC1 | nt | 4 | 5 | -0.8 | 2 | 7 | 8 | 0 | 0.2
18 | CCC(=O)N/N=C(\C)CC(=O)Nc1cc(Cl)ccc1C | 0 | -3 | 12 | 1.0 | 8 | 4 | 0 | 17 | 0.2
19 | CCn1nc(C)cc1C(=O)Sc1cccc(Cl)c1 | -16 | -4 | 7 | 2.2 | 0 | -6 | 11 | -4 | 0.0
20 | COC(=O)c1c(NC(=O)COc2ncnc3ccccc23)sc(C)c1C | nt | -4 | -3 | 1.8 | 1 | -6 | 14 | -8 | -0.2
21 | CCOC(=O)c1nn(-c2cc(C(=O)OC)cc(C(=O)OC)c2)cc1O | 1 | 1 | -15 | -0.3 | 0 | 5 | 13 | -2 | -0.5
22 | Cc1ccc(-n2c(C)cc(C(=O)CN3C(=O)C(=O)N(C4CCCC4)C3=O)c2C)cc1 | -20 | -2 | -5 | 1.2 | 2 | 5 | 3 | -3 | 0.1
23 | COC(=O)c1c(-c2ccc(C)cc2)csc1NC(=O)C1CC=CCC1C(=O)O (stereo not drawn) | 3 | -3 | -12 | 1.0 | 2 | -2 | 2 | -2 | 0.9
24 | Cc1ccc(CN(CC(=O)NC2CCCC2)C(=O)CSc2nnc(COc3ccccc3)o2)cc1 | -3 | 3 | -1 | -0.3 | -1 | 6 | -2 | nt | -0.7
25 | CCCC1C2CN(C(C)=O)CC=C2C(C#N)=C(N)C1(C#N)C#N (stereo not drawn) | 7 | 1 | 8 | 0.4 | 5 | 1 | -2 | 16 | 0.0
26 | CN(C)N(C)C(=O)C(O)(c1ccccc1)c1ccccc1 | -8 | -5 | -12 | 0.5 | 0 | 2 | 6 | -14 | 1.0
27 | CCCCC(=O)N1C/C=C\C(c2ccc(OC)cc2)N(Cc2ccc(F)cc2)C(=O)[C@H]1Cc1ccccc1 (stereo partly drawn) | nt | -5 | 14 | 0.4 | 11 | -3 | 10 | -24 | 0.5
28 | COC(=O)CCCC1=CC2=CC(=O)C(C)(OC(=O)C3CCCC3)C(=O)C2=CO1 (stereo not drawn) | nt | 2 | 15 | 0.4 | 4 | 3 | 11 | -15 | 1.9
29 | CCNC(=O)C(=O)NCC1OCCCN1S(=O)(=O)c1cccs1 (stereo not drawn) | 9 | -2 | -2 | 0.1 | 4 | 0 | 3 | 9 | -0.6
30 | COc1ccc(N2CCN(C(=O)COC(=O)COc3ccc(C#N)cc3)CC2)cc1 | -12 | -4 | 15 | 0.2 | 1 | -4 | -1 | -21 | -0.2
31 | CCS(=O)(=O)c1ncc(Cl)c(C(=O)NCc2ccccc2)n1 | ? | -3 | -33* | nt | 1 | -14 | -10 | nt | 0.3
32 | O=C(CN(Cc1ccc(F)cc1)C(=O)CCC(=O)Nc1nccs1)NCC1CCCO1 (stereo not drawn) | 3 | -4 | -16 | -1.1 | 4 | 4 | -5 | -15 | -0.3
33 | COc1ccc(-c2cc3n(n2)CCc2nc4ccccc4n2-3)cc1 | -9 | 2 | 1 | -1.0 | 5 | 0 | 4 | -8 | -0.8
34 | OCCc1ccc(-c2ccc(Cl)cc2)o1 | -2 | -3 | -11 | 0.2 | 2 | 0 | -3 | 8 | 0.2
35 | CC(=O)N1c2ccccc2C(=O)C1N1CCN(c2cccc(C(F)(F)F)c2)CC1 (stereo not drawn) | -28 | -2 | 12 | 0.0 | 3 | 2 | 0 | nt | -0.1
36 | CCOC(=O)c1cc(C)sc1NC(=O)C1CCC1 | 6 | -1 | -22 | 0.6 | 1 | 4 | 23 | -10 | 0.3
37 | Clc1cccc(CN2CCN(Cc3nc(CCc4ccccc4)no3)CC2)c1 | -2 | -8 | -15 | nt | 0 | -1 | 7 | nt | -0.4
38 | O=C(O)c1cc2c(s1)-c1ccccc1CC2 | -12 | -2 | 5 | 1.3 | 2 | 5 | 2 | -8 | 0.0
39 | COc1cc(NS(=O)(=O)c2c(C(=O)N3CCCCC3)c(C)n(C)c2C)cc(OC)c1OC | -6 | -7 | 19 | -0.7 | 3 | 8 | -9 | nt | 0.5
40 | CC(C)(C)SCCNC(=O)CN(c1ccccc1)S(=O)(=O)c1ccc(F)cc1 | -10 | -1 | -11 | 0.7 | 0 | -6 | -4 | 32* | -0.3
41 | COc1ccccc1C(O)(C(=O)NN(C)c1ccccc1)c1ccccc1OC | 8 | -2 | 2 | nt | 0 | -4 | nt | nt | -0.6
42 | CCn1cc(/C=N\NC(=O)c2ccc(F)cc2)cn1 | 0 | 1 | 28 | nt | 6 | 12 | nt | nt | 0.7
43 | Cc1ccc(N(C)S(=O)(=O)c2c[nH]c3ccc([N+](=O)[O-])cc23)cc1 | 6 | -7 | -20 | -0.3 | 4 | -1 | -5 | 6 | 0.4
44 | S=C(Nc1cccc(Cl)c1Cl)N1CCCC1 | 12 | 0 | 2 | 0.4 | 0 | 10 | -1 | -7 | -0.8
45 | O=C(COc1ccccc1)Nc1nnc(-c2ccc(Cl)cc2)o1 | -21 | 6 | 10 | 0.2 | 1 | 0 | 8 | 7 | -0.8
46 | CN(C)S(=O)(=O)c1ccc(Cl)c(NC(=O)CN2C(=O)NC3(CCCC3)C2=O)c1 | -20 | -2 | 3 | 0.4 | 2 | -1 | 4 | -5 | 0.4
47 | CCCn1c(N)c(NCCN2CCOCC2)c(=O)n(CC(=O)NCc2ccccc2)c1=O | 13 | -2 | 4 | 1.2 | 1 | -1 | 3 | 33* | 0.2
48 | Cc1cc(Cl)c(S(=O)(=O)NCC2CCCO2)cc1OCC(=O)NC1CCCCC1 (stereo not drawn) | -13 | -1 | 2 | 0.8 | 8 | -9 | -10 | 9 | 0.1
49 | Cc1cccc(NC(=O)CCC(=O)OCc2ccc(Br)cc2)c1 | -2 | -1 | -16 | 0.3 | 1 | -6 | -11 | 0 | -0.3
50 | O=C(Nc1ccc(F)c(Cl)c1)c1cncs1 | -9 | -9 | -15 | 1.2 | 4 | 0 | -12 | -10 | 0.6
51 | Cc1ccc(S(=O)(=O)/N=C2/NC(=O)/C(=C/c3ccncc3)S2)cc1 | nt | -1 | 5 | 1.3 | 0 | -4 | 4 | 17 | 0.6
52 | COc1ccc(-c2nnc(-c3cc4c(ccc5ccccc54)oc3=O)o2)cc1 | 13 | -2 | -20 | 2.8 | -1 | -3 | -6 | 8 | 0.8
53 | COc1ccccc1NC(=S)Nc1ccc2cn[nH]c2c1 | 0 | -9 | -3 | -1.8 | 2 | -6 | -6 | -1 | 1.0
54 | COc1ccc(C2=NS(=O)(=O)N(C)C(C(=O)NCc3ccccc3)=C2)cc1OC | -5&-6 | -6&0 | 1&-7 | -0.6&-1.6 | 1&6 | -1&2 | -19 | -11 | -0.6&1.1
55 | COc1ccc(NC(=O)C(Sc2nnc3ccccn23)c2ccccc2)cc1Cl (stereo not drawn) | -7 | -13 | 6 | -0.1 | 1 | 22 | 4 | 4 | -0.3
56 | CC1CCCN(C(=O)CSc2nc3ccccc3o2)C1 (stereo not drawn) | -11 | 4 | 1 | -1.5 | 0 | -4 | 3 | 2 | -0.1
57 | N#CC1(NC(=O)COC(=O)/C=C/c2ccc3ccccc3n2)CCCCC1 | 0 | -13 | -50* | 0.2 | 5 | -1 | 8 | 6 | -0.8

Reformatted: 4 of the compounds above
(51) Cc1ccc(S(=O)(=O)/N=C2/NC(=O)/C(=C/c3ccncc3)S2)cc1
(52) COc1ccc(-c2nnc(-c3cc4c(ccc5ccccc54)oc3=O)o2)cc1
(53) COc1ccccc1NC(=S)Nc1ccc2cn[nH]c2c1
(54) COc1ccc(C2=NS(=O)(=O)N(C)C(C(=O)NCc3ccccc3)=C2)cc1OC

Screen / compound no.	51	52	53	54
RXFP1 antagonist	nt	13	0	-5&-6
D1 potentiator	-1	-2	-9	-6&0
D1 antagonist	5	-20	-3	1&-7
D2 ag	1.3	2.8	-1.8	-0.6&-1.6
D1 agonist	0	-1	2	1&6
TRHR PAM	-4	-3	-6	-1&2
D2 potentiator	4	-6	-6	-19
D2 antag	17	8	-1	-11
TRHR ag	0.6	0.8	1.0	-0.6&1.1
